CHRM4 agonist: agonists of human muscarinic M4 receptor (CHRM4) | AID 624127 | activation, % at 3 µM | P08173 | actives 0.14% (n = 360,000) | CHO-K1 hM4/Gqi5, Fluo-8 calcium fluorescence; vehicle 0%, full acetylcholine response 100%;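 active = activation above the run mean over all test wells plus 3 SD, cut at about 32% in these data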;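 note: peak over basal fluorescence ratio per well then scaled between controls; 0% = DMSO wells and 100% = acetylcholine at EC100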
Target sequence (P08173 whole entry, looked up): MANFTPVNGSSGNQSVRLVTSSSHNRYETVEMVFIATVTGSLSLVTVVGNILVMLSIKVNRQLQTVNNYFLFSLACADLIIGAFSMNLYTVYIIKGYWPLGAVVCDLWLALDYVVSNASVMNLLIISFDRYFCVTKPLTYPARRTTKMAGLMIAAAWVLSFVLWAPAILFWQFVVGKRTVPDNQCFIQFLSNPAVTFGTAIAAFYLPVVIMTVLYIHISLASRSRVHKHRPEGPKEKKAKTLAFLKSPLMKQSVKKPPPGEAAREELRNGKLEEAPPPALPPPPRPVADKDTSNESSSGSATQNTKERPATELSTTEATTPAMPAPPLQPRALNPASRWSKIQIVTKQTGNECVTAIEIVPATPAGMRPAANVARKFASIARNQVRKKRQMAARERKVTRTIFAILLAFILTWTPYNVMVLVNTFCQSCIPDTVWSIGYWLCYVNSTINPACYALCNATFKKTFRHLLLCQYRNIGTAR
M1 antag: human CHRM1 antagonism. actives 1.3% (n = 360,000). AID 588852. inhibition, % at 3 µM. CHO-K1 hM1, Fluo-8 calcium fluorescence, ACh EC80 antagonist. P11229;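 active = percent inhibition above its own plate's cutoff, namely the mean of that plate's compound wells plus 3 SD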;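 note: peak over basal fluorescence ratio during 140 s after agonist addition; 0% = ACh EC80 plus DMSO and 100% = DMSO alone without agonist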
Target sequence (P11229 whole entry, looked up): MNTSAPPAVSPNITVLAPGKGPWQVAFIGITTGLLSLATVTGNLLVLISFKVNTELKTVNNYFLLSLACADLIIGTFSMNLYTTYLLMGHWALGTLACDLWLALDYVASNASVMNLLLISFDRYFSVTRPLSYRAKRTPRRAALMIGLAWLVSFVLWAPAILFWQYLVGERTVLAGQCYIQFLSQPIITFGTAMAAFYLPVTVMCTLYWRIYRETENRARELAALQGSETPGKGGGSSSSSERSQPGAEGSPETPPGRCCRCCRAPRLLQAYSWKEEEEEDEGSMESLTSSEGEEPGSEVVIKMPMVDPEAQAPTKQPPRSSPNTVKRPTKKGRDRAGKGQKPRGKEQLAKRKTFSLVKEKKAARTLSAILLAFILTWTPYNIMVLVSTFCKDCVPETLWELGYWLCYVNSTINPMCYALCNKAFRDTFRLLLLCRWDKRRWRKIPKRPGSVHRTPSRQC
CHRM5 PAM: CHRM5 positive allosteric modulation; CHO-K1 hM5, Fluo-8 calcium, ACh EC20 PAM; 0% = ACh EC20, 100% = ACh EC100; activation, % at 3 µM; P08912; actives 0.3% (n = 360,000);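 active = activation above the run cutoff, the mean activation of all test compounds plus 3 SD, cut at about 18% in these data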
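Test system: CHO-K1 hM5 cells / Doses: single-point, 3 µM nominal / Times: Post-acetylcholine fluorescence recording 140 s / Technique: Fluo-8 calcium fluorescence / Measure: Max/basal fluorescence ratio as % of EC20–EC100 ACh window / Benchmarks: low control EC20 acetylcholine (0%), high control EC100 acetylcholine (100%) / Replicates: one well per compound, no replicates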
CHRM5 antagonist: antagonists of human muscarinic M5 receptor (CHRM5); CHO-hM5 cells, Fluo-8 calcium fluorescence, ACh EC80; inhibition, % at 3 µM; actives 0.59% (n = 360,000); AID 624040;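 active = inhibition above a per-plate cutoff, the mean of that plate's test compounds plus 3 SD, cut at about 27% in these data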;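 note: 0% = acetylcholine EC80 with DMSO and 100% = DMSO without agonist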
M5 ag: agonists of human muscarinic M5 receptor (CHRM5); P08912; CHO-K1 hM5 cells, Fluo-8 calcium fluorescence; 0% DMSO wells, 100% maximal acetylcholine response; activation, % at 3 µM; actives 0.19% (n = 360,000);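 active = activation above the run's mean over test compounds plus 3 SD, cut at about 23% in these data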;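 note: signal is peak over basal fluorescence ratio across the kinetic read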
M1 PAM: human CHRM1 positive allosteric modulation; P11229; CHO-K1 hM1, Fluo-8 calcium fluorescence, ACh EC20; 0% = ACh EC20, 100% = maximal ACh; activation, % at 3 µM; actives 0.088% (n = 360,000); AID 588819; in the data active = activation above about 19%, passing the limit was not always enough
CHRM4 PAM: CHRM4 positive allosteric modulation. CHO-K1 hM4/Gqi5, Fluo-8 calcium fluorescence, ACh EC20; 0% = ACh EC20, 100% = maximal ACh. activation, % at 3 µM. AID 624126. actives 0.4% (n = 360,000);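 active = activation above its plate's cutoff, the mean activation of sample wells plus 3 SD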; note: some results filed as inactive read as strong as hits
CRFBP-R2 agonist: CRF-BP/CRF-R2 complex agonism; actives 0.46% (n = 350,000); AID 588473; HEK293 CRF-R2/CRF-BP, calcium dye fluorescence (FLIPR); percent of saturating CRF peptide response; activation, % at 13.2 µM;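 active = activation of at least 50%, plus an integration ratio under a set limit after plate pattern correction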;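 note: plate controls were neutral control wells without compound for no effect and CRF at EC100 for full effect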
CHRM4 antagonist: antagonists of human muscarinic M4 receptor (CHRM4); inhibition, % at 3 µM; actives 0.73% (n = 360,000); CHO-hM4 cells, ACh EC80, Fluo-8 calcium fluorescence; P08173;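 active = inhibition above its plate's cutoff, the mean inhibition of sample wells plus 3 SD, cut at about 27% in these data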;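 note: 0% = acetylcholine EC80 with DMSO and 100% = DMSO without agonist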
* marks the source's active call; other numbers are inactive results; . = not tested or not shown.

no.	Molecule	CHRM4 agonist	M1 antag	CHRM5 PAM	CHRM5 antagonist	M5 ag	M1 PAM	CHRM4 PAM	CRFBP-R2 agonist	CHRM4 antagonist
1	CCN(CC)c1ccc(NC(=O)CN2CCN(CC(=O)Nc3ccccc3OC)CC2)cc1	8.4	-11.1	-5.8	2.4	-2.0	3.2	1.1	-1.1	-18.0
2	O=C(C1CCN(S(=O)(=O)c2ccc(Cl)cc2)CC1)N1CCCC1	2.6	-2.9	-8.4	22.8	-1.0	2.8	-0.6	-0.7	1.2
3	C/C(=N\Nc1nc2ccccc2c(=O)n1O)c1ccco1	1.5	-8.1	-6.8	10.5	-0.3	7.5	7.1	0.6	2.7
4	CCCCCCC1(C)NC(=O)N(C(C)C(=O)Nc2ccc(N3CCOCC3)cc2)C1=O (stereo unspecified)	0.5	-8.9	-0.6	-1.6	0.6	6.7	4.8	0.4	-0.3
5	O=S1(=O)CCN(Cc2ccccc2)CC1	0.3	-8.4	1.2	-3.4	2.7	0.9	-0.6	-0.3	-1.8
6	Cc1[nH]n(C(N)=S)c(=O)c1N=Nc1ccc2ccccc2c1	3.2	2.7	-6.2	9.6	1.2	-5.0	2.1	-2.8	2.1
7	c1ccc(CN2CCC3CC2c2cc(N4CCCCC4)ccc23)cc1 (stereo unspecified)	0.9	-7.4	-1.0	0.3	-2.3	1.4	-4.8	-0.8	-6.5
8	COc1ccc(CC(=O)NCc2ccc(F)cc2)cc1S(=O)(=O)N1CCOCC1	0.3	3.6	0.6	-1.4	2.1	-5.2	-2.9	0.0	8.2
9	Cc1ccc(S(=O)(=O)N(C)C)cc1NC(=O)/C=C/c1cccs1	2.9	-8.9	-1.2	-6.9	-4.8	5.8	-13.9	-1.6	1.7
10	CCOc1ccc(N2CC(C(=O)NC(C)C)CC2=O)cc1 (stereo unspecified)	0.8	-13.0	-2.2	1.0	1.6	14.7	4.4	1.9	-2.2
11	Cc1ccc(-n2ncc3c(SCC(=O)Nc4cc(C)on4)ncnc32)c(C)c1	2.1	3.9	5.2	-5.6	-1.4	2.7	-9.3	2.0	4.7
12	COc1cc(OC)c(OC)cc1/C=N/n1c(C)nnc1C	0.3	-6.0	0.9	-3.2	-2.6	3.9	-4.0	0.0	-6.5
13	O=C(CCS(=O)(=O)c1cccs1)N1CCN(c2ccc(F)cc2)CC1	2.4	-11.8	-1.5	4.6	-6.2	7.8	-0.7	0.8	-0.8
14	CC1(c2ccc3noc(-c4ccc(F)cc4)c3c2)OCCO1	2.2	6.9	-8.8	8.3	0.6	-3.8	-8.9	1.6	7.8
15	Cc1ccc(C(=O)CSc2nnc(N)s2)c(C)c1	7.0	11.1	-4.0	8.3	-1.6	-3.8	0.6	-2.5	-5.4
16	CCn1c(=O)cc(OCC(=O)N2CCc3ccccc32)c2ccccc21	1.2	-10.8	-0.7	-4.2	1.5	2.9	1.5	-0.5	-4.0
17	CCC(Sc1ncccn1)C(=O)Nc1cc(C)on1 (stereo unspecified)	-0.7	-6.8	4.9	-4.5	-6.5	2.9	0.1	-2.2	4.0
18	C[C@@H](NC(=O)Cn1ccc(N)nc1=O)c1cccc2ccccc12	2.5	-17.9	7.2	9.6	0.5	10.7	7.5	-1.9	3.1
19	Cc1ccc(NC(=O)CNCc2ccccc2Cl)cc1S(=O)(=O)N(C)C	23.6	0.2	-12.5	19.6	3.0	3.4	-3.5	-0.4	-1.6
20	Cc1cc(C)n2nc(S(=O)(=O)N(C)Cc3ccccc3)nc2n1	0.2	-10.4	6.2	6.9	-3.6	9.9	4.0	-3.4	-0.8
21	O=C(NCCc1ccccc1F)C1CCC(=O)N(Cc2ccccc2F)C1 (stereo unspecified)	-0.6	-4.6	-4.1	2.8	-3.7	-0.8	1.8	-0.5	-10.6
22	O=C(COc1coc(CN2CCN(c3ccccc3)CC2)cc1=O)Nc1ccc(F)cc1	0.7	-11.7	-0.5	9.1	-1.5	20.2	8.8	-3.5	-2.4
23	Cc1ccc(NC(=O)C(=O)NCCc2c[nH]c3ccccc23)c(C)c1	3.7	-4.0	-11.6	6.3	2.4	1.5	-14.1	0.2	2.7
24	C[C@@H]1CN([C@@H](C)CO)C(=O)CCCn2nncc2CO[C@@H]1CN(C)S(=O)(=O)c1ccc(-n2cccn2)cc1	0.1	-9.6	-1.0	11.5	0.0	5.1	5.1	-0.3	-20.5
25	CCC(=O)N1N=C(c2ccc(C)o2)CC1c1ccc(N(C)C)cc1 (stereo unspecified)	-0.9	-16.9	1.7	-6.9	-0.6	12.0	-1.0	-4.3	7.8

Four compounds from above with just CHRM5 PAM and M5 ag:
item | SMILES | CHRM5 PAM | M5 ag
16 | CCn1c(=O)cc(OCC(=O)N2CCc3ccccc32)c2ccccc21 | -0.7 | 1.5
17 | CCC(Sc1ncccn1)C(=O)Nc1cc(C)on1 (stereo unspecified) | 4.9 | -6.5
18 | C[C@@H](NC(=O)Cn1ccc(N)nc1=O)c1cccc2ccccc12 | 7.2 | 0.5
19 | Cc1ccc(NC(=O)CNCc2ccccc2Cl)cc1S(=O)(=O)N(C)C | -12.5 | 3.0

(more compounds)
no.	Molecule	CHRM4 agonist	M1 antag	CHRM5 PAM	CHRM5 antagonist	M5 ag	M1 PAM	CHRM4 PAM	CRFBP-R2 agonist	CHRM4 antagonist
26	CC1CCCN(C(=O)COC(=O)CSc2ccc(C(N)=O)cc2[N+](=O)[O-])C1 (stereo unspecified)	0.9	-0.8	0.1	-3.8	2.7	4.6	0.1	0.0	-5.9
27	CC(C)CNC(=O)c1ccccc1SCC(=O)NC12CC3CC(CC(C3)C1)C2	2.7	0.5	2.4	-3.5	0.4	1.5	-5.6	-0.1	-3.0
28	CC(=O)c1ccc(NC(=O)c2cn(-c3ccccc3)nc2-c2ccncc2)cc1	1.6	-1.4	7.2	-2.2	4.2	10.4	0.9	0.2	-11.5
29	Cc1ccccc1NC(=O)Nc1nnc(Cc2ccc([N+](=O)[O-])cc2)s1	1.1	-0.3	1.2	-0.2	-1.0	-4.2	10.5	4.5	1.0
30	O=C(CCCC(=O)OCC(=O)c1cccs1)Nc1ccc(F)cc1	4.4	-4.2	5.1	-23.6	0.9	2.3	7.5	-1.7	-15.1
31	CC(C)(C)c1ccc(C(=O)N2CCC(=O)N([C@H](COCc3ccccc3)Cc3ccccc3)CC2)cc1	6.3	.	-2.0	-5.4	3.4	.	-1.1	.	-4.2
32	COc1ccc2nc(NC(=O)CN3C(=O)NC4(CCCCC4)C3=O)sc2c1	2.8	4.6	-2.6	18.9	-1.4	8.5	4.8	-0.9	17.2
33	CCOc1ccc(OCc2ccc(C(=O)NCc3cccnc3)o2)cc1	5.7	-3.4	-14.7	10.7	1.5	1.8	2.4	-1.3	0.5
34	CC(=O)Nc1sc2c(c1C#N)CC(C)(C)NC2(C)C	1.4	-6.0	-1.7	8.2	0.8	5.5	5.6	-1.0	-3.6
35	COC(=O)C1=CN(c2ccc(Oc3ccccc3)cc2)C(N)=C(C#N)C1c1ccccc1 (stereo unspecified)	5.7	.	-6.8	5.2	2.0	.	-5.0	.	-4.6
36	CCSc1nc(C)c(CCOc2cccc(C)c2)c(=O)[nH]1	0.3	2.8	1.0	6.8	1.5	-10.4	1.8	-0.7	5.0
37	CCOC(=O)Cc1cc(=O)[nH]n(-c2ccccc2)c1=O	0.6	-11.6	0.4	9.2	-1.2	16.8	7.1	1.6	4.6
38	CC(=O)Nc1ccc(S(=O)(=O)NCc2ccc(C(=O)NCCCN3CCC(C)CC3)cc2)cc1	0.0	17.7	5.2	-0.6	-4.8	-5.7	-2.1	-0.3	7.7
39	COC(=O)CSc1nnc(-c2ccco2)o1	0.5	12.3	-2.4	0.9	1.4	-6.8	0.7	7.5	-7.8
40	Cc1cccc(NC(=O)CSCC(=O)Nc2cccc(S(=O)(=O)N3CCCCCC3)c2)c1	11.8	-0.3	-8.2	6.3	-0.5	-1.5	-9.1	0.4	5.5
41	CCCCCCCCCCCCCCCC(=O)OCC1OC(n2ccc(N)nc2=O)C(O)C1O (stereo unspecified)	-0.3	-18.6	3.5	4.4	1.9	6.6	0.5	4.6	-1.7
42	CCOC(=O)N1CCN(c2ccc(O)cc2)CC1	-0.3	-19.6	7.4	-1.7	2.4	4.5	2.8	0.4	6.5
43	O=C(C1CC=CCC1)N1CCN(S(=O)(=O)c2ccc(F)cc2)CC1 (stereo unspecified)	0.5	1.6	0.6	1.0	0.3	4.3	1.7	0.6	-5.0
44	CCc1ccc(/C=C2/SC(=S)N(CCCC(=O)Nc3ccccc3C(=O)O)C2=O)cc1	1.2	-18.2	-0.4	1.2	-1.1	1.5	4.1	0.8	1.4
45	CCCc1cc(C(=O)Nc2ccc(F)c(Cl)c2)no1	6.8	-17.6	13.9	1.7	-5.6	6.7	-13.2	6.8	7.6
46	C=CCn1c(Cc2cccs2)nnc1SCC(=O)Nc1ccc(OC)cc1	-0.7	-0.5	2.7	5.2	-1.2	7.7	3.8	0.8	7.8
47	CCOC(=O)c1ccc(-c2ccc(C=O)o2)cc1	2.7	-5.9	-8.5	16.0	-4.5	8.1	-1.8	-0.7	-1.4
48	O=C(Cc1ccccc1F)NNC(=O)c1cccs1	-0.1	-11.9	-4.6	19.6	-0.7	6.9	0.6	5.4	0.9
49	CC1(C)CC(=O)C(C=Nc2cccnc2)=C(O)C1	-0.3	-34.3	-6.6	4.6	2.6	4.0	-6.3	1.0	12.2
50	CCCc1nc2ccccc2c(C(=O)OCC(=O)Nc2ccc(S(=O)(=O)N3CCOCC3)cc2)c1CC	9.6	-3.9	-1.4	4.2	1.9	9.8	-18.1	3.3	21.6
51	CC1(C)CC(=O)c2cnc(NCC3CCCO3)nc2C1 (stereo unspecified)	0.6	-8.2	0.5	3.3	-1.6	7.5	-2.9	0.4	-3.6
52	O=C(CCn1cnc2ccccc2c1=O)Nc1ccc(Cl)c(Cl)c1	-0.6	-3.4	0.2	3.2	0.1	6.8	3.2	-1.1	3.7
53	O=C(CN1CCN(c2ccccn2)CC1)Nc1cccc(S(=O)(=O)N2CCOCC2)c1	2.9	-16.5	-5.5	3.6	2.4	7.2	-2.2	0.1	-9.9
54	COc1ccc(N(C(=O)c2snc(C(N)=O)c2N)C(C(=O)NCC2CCCO2)c2ccc(C)o2)cc1OC (stereo unspecified)	1.8	-12.6	1.3	2.9	0.8	2.3	-11.5	-0.9	9.6
55	Oc1c(CN2CCOCC2)cc(-c2ccccc2)cc1CN1CCOCC1	1.2	-14.2	0.1	3.6	-1.9	8.3	1.4	-1.0	1.2
56	C=CCn1c(-c2cc(Cl)ccc2OC)n[nH]c1=S	0.1	-6.7	-2.2	8.3	-7.4	6.2	3.3	-2.0	-0.1

Rewritten screen by screen: entries from further up
#54 COc1ccc(N(C(=O)c2snc(C(N)=O)c2N)C(C(=O)NCC2CCCO2)c2ccc(C)o2)cc1OC (stereo unspecified)
#55 Oc1c(CN2CCOCC2)cc(-c2ccccc2)cc1CN1CCOCC1

assay / compound | 54 | 55
CHRM4 agonist | 1.8 | 1.2
M1 antag | -12.6 | -14.2
CHRM5 PAM | 1.3 | 0.1
CHRM5 antagonist | 2.9 | 3.6
M5 ag | 0.8 | -1.9
M1 PAM | 2.3 | 8.3
CHRM4 PAM | -11.5 | 1.4
CRFBP-R2 agonist | -0.9 | -1.0
CHRM4 antagonist | 9.6 | 1.2
